Screens deposited in PubChem BioAssay by National Center for Advancing Translational Sciences (NCATS).
IMPase cell inh – qHTS Assay for Identifying the Cell-Membrane Permeable IMPase Inhibitors; Inositol monophosphatase 1 (Rattus norvegicus), P97697; CHO-M1 cells, IP1 accumulation, HTRF TR-FRET ratio; inhibition (IP1 accumulation), % at 46.1 µM; 120,000 tested, under 10 active; AID 901, 2007; active = well fitted curve in the direction sought with a large enough effect in the signal ratio, not every such curve was filed as active; inconclusive = small, poorly fitted or top-dose-only effect, or a change in a side signal; inactive = no such curve, though single readings can be large or run the other way; the % refers to the signal ratio;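 note: cells stimulated with carbachol in lithium chloride buffer; plate controls were DMSO basal wells for no effect and reference inhibitor wells for full effect; higher means more IMPase inhibition seen as more IP1 and lower FRET ratio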
Target sequence (P97697 whole entry, looked up): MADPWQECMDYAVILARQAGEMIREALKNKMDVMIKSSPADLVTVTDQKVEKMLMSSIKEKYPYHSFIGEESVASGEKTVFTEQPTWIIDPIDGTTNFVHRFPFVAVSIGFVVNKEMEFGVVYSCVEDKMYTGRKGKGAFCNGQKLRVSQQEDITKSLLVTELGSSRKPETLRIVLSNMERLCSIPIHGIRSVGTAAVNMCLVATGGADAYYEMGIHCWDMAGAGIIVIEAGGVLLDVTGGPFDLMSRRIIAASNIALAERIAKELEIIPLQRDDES
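In this qHTS, compounds (final up to 46 uM) act on CHO-M1 cells that are then activated through the M1 receptor with carbachol, in pH 7.4 buffer containing 50 mM LiCl, for 30 min. IP1 accumulation is quantified by the IP-One immunoassay.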
15-hLO-2 inh – qHTS Assay for Inhibitors of 15-hLO-2 (15-human lipoxygenase 2) | Potency, µM (titrated, usually from 57.1 µM), without a hit: at the top dose activity change, negative = inhibition, usual class: inhibitors | AID 881, 2007 | purified 15hLO-2, xylenol orange hydroperoxide absorbance | Polyunsaturated fatty acid lipoxygenase ALOX15B (Homo sapiens), O15296 | 110,000 compounds, 0.56% hits; note: potency is the fitted concentration of half-maximal effect; nearly all actives have a fitted effect of over 60% in size; many of its hits are not listed in these tables
Target sequence (O15296 whole entry, looked up): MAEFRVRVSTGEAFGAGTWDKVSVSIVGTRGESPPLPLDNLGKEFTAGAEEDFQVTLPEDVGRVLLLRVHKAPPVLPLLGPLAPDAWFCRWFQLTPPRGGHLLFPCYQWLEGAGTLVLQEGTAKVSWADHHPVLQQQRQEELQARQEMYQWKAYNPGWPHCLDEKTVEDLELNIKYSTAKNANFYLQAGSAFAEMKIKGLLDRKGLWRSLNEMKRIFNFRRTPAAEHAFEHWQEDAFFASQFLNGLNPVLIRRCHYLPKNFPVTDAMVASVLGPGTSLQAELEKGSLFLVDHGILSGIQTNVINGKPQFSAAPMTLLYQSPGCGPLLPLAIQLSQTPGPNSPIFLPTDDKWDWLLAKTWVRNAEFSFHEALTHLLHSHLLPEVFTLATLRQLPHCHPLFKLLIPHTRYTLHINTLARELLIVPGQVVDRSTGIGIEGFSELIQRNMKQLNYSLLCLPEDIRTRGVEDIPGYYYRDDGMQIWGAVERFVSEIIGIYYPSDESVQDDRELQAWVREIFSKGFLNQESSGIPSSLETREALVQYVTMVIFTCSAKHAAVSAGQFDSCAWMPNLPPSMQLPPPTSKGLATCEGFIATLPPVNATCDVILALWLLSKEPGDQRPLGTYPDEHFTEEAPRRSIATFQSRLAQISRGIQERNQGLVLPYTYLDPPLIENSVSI
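Purified human 15hLO-2 (50 nM final) preincubated with compounds 15 min at room temperature in 25 mM Hepes pH 7.5, 0.01% Triton X-100, then 45 uM arachidonic acid added for 90 min; hydroperoxide detected via ferrous/xylenol orange, 573/405 nm absorbance ratio.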
12-hLO inh – qHTS Assay for Inhibitors of 12-hLO (12-human lipoxygenase); purified 12-hLO, xylenol orange hydroperoxide absorbance; Potency, µM (doses to about 57.1 µM), for the others: at the top dose activity change, negative = inhibition, hits mostly inhibitors; 150,000 compounds, 0.12% hits; Polyunsaturated fatty acid lipoxygenase ALOX12 (Homo sapiens), P18054; note: potency is the fitted concentration of half-maximal effect; nearly all actives have a fitted effect of over 55% in size; many of its hits are not listed in these tables
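Hydroperoxide output read as Fe(III)-xylenol orange absorbance, 573-to-405 nm ratio, after 30 min reaction with 40 uM arachidonic acid. Enzyme: 150 nM purified human 12hLO, 15 min compound preincubation; 25 mM Hepes pH 7.0, room temperature.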
PNC inhibitor – High Content Assay for Compounds that inhibit the Assembly of the Perinucleolar Compartment; PC3M PTB-GFP, PNC prevalence imaging, 16 h; hits give low values; activity change (PNC), negative = inhibition, % at 10 µM; 140,000 compounds, 3.1% hits;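 active = readout at or below -70, meaning at least 70% loss of cells showing the perinucleolar compartment, a nuclear body marking cancer cells; inconclusive = readout between -30 and a set limit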;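 note: plate controls were DMSO wells for no effect and camptothecin positive control wells for full effect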
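PC3M cells stably expressing PTB-GFP, 750–1000 cells/well, treated 16 h at 37 °C with compound (23 nl of library stock), in duplicate. After paraformaldehyde fixation and Hoechst stain, imaged at 20x; PNC prevalence scored by image analysis.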
* hit, by the source's call; ? = inconclusive; . = not tested or not shown; [ ] = dose if it differs, or a comment. Unless noted, calls come from the whole dose curve; as a rule, active = well fitted curve in the direction sought with a large enough effect; inconclusive = small, poorly fitted or top-dose-only effect, or another doubt; inactive = no such curve, though single readings can be large; an effect the other way counts as inactive or inconclusive. Unless noted, % is set by controls: 0 for no effect and ±100 for the full control effect. An excerpt. The share of hits here may be higher or lower than overall.

IMPase cell inh,15-hLO-2 inh,12-hLO inh,PNC inhibitor,SMILES
-6,.,-12%,26,O=C(c1ccccc1)[C@@H]1[C@@H](C(=O)c2ccc(F)cc2)[C@@]2(C(=O)Nc3ccccc32)[C@H]2c3ccccc3C=CN12
1,?,6%,32,Cc1ccc(CSc2nnc(-c3cccnc3)n2N)cc1
8,-6%,4%,?,CCOC(=O)C1CCCN(C(=O)CN2C(=O)C(CC)Oc3ccc(C)cc32)C1 (configuration not stated)
8,-1%,-7%,18,O=C(CN1C(=O)NC2(CCCCCCC2)C1=O)N1CCOCC1
22,0%,-2%,-28,CC(=O)OC1COC(n2ccc3ccccc32)C(OC(C)=O)C1OC(C)=O (configuration not stated)
2,-4%,-4%,-14,COc1ccc(NS(=O)(=O)c2ccc(NC(=O)C(C)(C(F)(F)F)C(F)(F)F)cc2)nn1
4,-10%,-4%,?,COc1cc(CN2CCN(C(=O)CC(C)C)CC2)cc(OC)c1OC
-6,1%,-4%,4,CCOC(=O)NC1CCS(=O)(=O)C1 (configuration not stated)
7,45%[activator],-6%,3,O=C(Nc1nc2ccccc2[nH]1)c1ccccc1
10,.,-4%,14,O=C1c2ccccc2-c2ncnc3c(N4CCOCC4)cc(N4CCOCC4)c1c23
4,2%,1%,8,O=C(Nc1ccc2c(c1)OCCO2)c1cccc(S(=O)(=O)N2CCCCC2)c1
4,2%,-3%,-2,Cc1nnc(Oc2ccccc2F)c2ccccc12
0,4%,0%,1,CCn1c(SCC(=O)Nc2cc(C)on2)nc2c(c1=O)SC(C)C2 (configuration not stated)
11,.,2%,0,CCn1c(C)nc2cc(C(=O)NNC(=S)Nc3ccc(Cl)cc3Cl)ccc21
-1,1%,-2%,30,Cc1ccc(S(=O)(=O)N/N=C/c2cn(C)nc2C)cc1
?,-3%,7%,-20,CCCCc1nnc(NC(=O)C2CCCO2)s1 (configuration not stated)
7,8%,-8%,20,Cc1ccc(-n2c(C)c3c(C)nnc(C)c3c2C)cc1
.,-1%[0.0915 µM],2%[0.00818 µM],.,CC(N)C12CC3CC(CC(C3)C1)C2 (configuration not stated)
-8,1%,4%,23,CCCCCC(=O)Nc1ccc(Cl)cn1
16,4%,-1%,5,O=C(c1c(F)cccc1F)N(Cc1ccccn1)C1CCCC1

IMPase cell inh,15-hLO-2 inh,12-hLO inh,PNC inhibitor,SMILES
2,.,4%,-26,CN(C1CCCCC1)S(=O)(=O)c1ccc(NC(=O)CCC(=O)O)cc1
0,-2%,5%,?,CN(C)C(=O)N1CCC(C(=O)NCc2cccs2)CC1
3,.,-5%,?,CC(C)(C)C(=O)NC(NC(=S)Nc1ccc(S(N)(=O)=O)cc1)C(Cl)(Cl)Cl (configuration not stated)
11,.,-2%,14,Cc1c(NC(=O)c2ccccc2)c(=O)n(-c2ccccc2)n1C
.,.,-1%,-6,S=c1[nH]nc(Cc2cccs2)n1-c1cccc2ccccc12
-3,4%,-4%,7,O=C(NCc1ccco1)c1ccc(CS(=O)(=O)Cc2ccc(Cl)cc2)o1
.,.,-1%,?,O=C(Cc1ccc2c(c1)CCCC2)Nc1ccc2ccccc2c1
.,.,-1%,-19,Cn1cnnc1Sc1ccc(C(=O)NCCC(c2ccccc2)c2ccccc2)cc1[N+](=O)[O-]
12,-6%,-10%,24,CCOC(=O)C1CCCN(CCC(C)c2ccccc2)C1 (configuration not stated)
3,-3%,10%,?,CCn1c(SCC(=O)N2CC(=O)Nc3ccccc32)nnc1-c1ccoc1C
5,.,-1%,-100*,CC(C)n1c(SCC(=O)Nc2nc3c(s2)CCCC3)nc2c1c(=O)n(C)c(=O)n2C
10,3%,1%,?,COc1ccccc1C(=O)NCC1CCN(c2ccc(S(=O)(=O)N3CCOCC3)cc2)CC1
7,.,3%,205,CCn1nnnc1SCC(=O)N1CCCc2ccccc21
-5,-1%,6%,?,COc1ccc(Br)cc1CNC(=O)CCc1nc(-c2ccc(C)cc2)no1
?,.,-5%,-26,CCn1nnnc1SCC(=O)Nc1ccc2c(c1)OCO2
-2,-9%,-18%,4,Cc1ccc(NC(=O)/C(=C/c2ccco2)c2ccccc2)c(C)c1
.,.,-1%,78,CN1/C(=C\C(=O)c2cccnc2Cl)C(C)(C)c2ccccc21
.,.,1%,13,Cc1cccc(-c2nc3ccccc3c(=O)n2NC(=O)c2cccnc2Cl)c1
10,13%,0%,?,COc1ccc(-c2noc(CCC(=O)NCC3CCN(Cc4cccc(C)c4)CC3)n2)cc1
-10,12%,-2%,39,Nc1ncnc(Nc2ccccc2C(F)(F)F)n1

IMPase cell inh,15-hLO-2 inh,12-hLO inh,PNC inhibitor,SMILES
-5,-7%,0%,35,CC12CC(c3ccccc3O1)C(C(=O)NCc1ccccc1)C(=O)N2 (configuration not stated)
-6,-5%,-5%,-24,Cc1ccccc1OCc1nnc(SCc2cc(=O)[nH]c3ccccc23)o1
4,-7%,5%,98,CCOC(=O)N1CCN(C(=S)Nc2cc(OC)c(OC)cc2C(=O)OC)CC1
3,-4%,-9%,18,O=C(CCN1C(=O)C2C3C=CC(C3)C2C1=O)NCCN1CCCc2ccccc21 (configuration not stated)
.,.,-1%,0,C/C(=N\NC(=O)c1ccc(Cl)cc1)c1ccc(N2CCOCC2)cc1
-7,20%,-9%,-15,COc1cccc(NC(=S)N2CCN(C/C=C/c3ccccc3)CC2)c1
.,.,-19%,?,Cc1cc(N2CCOCC2)ccc1/C=C\[N+](=O)[O-]
3,2%,5%,-12,Cc1ccc(-c2c(C#N)c(N)nc3c2CCCCC3)cc1
3,0%,-20%,-14,Cc1ccc2c(CN3C(=O)NC(C)(c4ccc5c(c4)OCO5)C3=O)cc(=O)oc2c1 (configuration not stated)
1,0%,-5%,15,Nc1nnc(SCC(=O)N2CCN(Cc3ccccc3)CC2)s1
-4,.,1%,?,CCOc1ccc(CN(C)C(C)C(=O)Nc2ccc([N+](=O)[O-])cc2Cl)cc1OC (configuration not stated)
-7,6%[2.29 µM],0%,?,Cc1ccc(NS(=O)(=O)c2cc(C(=O)N3CCN(C)CC3)ccc2C)cc1
8,-4%,-3%,-5,CCOc1c(N2CCCCC2)c(=O)c1=O
4,-2%,-2%,?,COc1ccc(N2CCN(C(=O)CNC(=O)c3ccc(C(C)(C)C)cc3)CC2)cc1
?,3%,4%,?,S=c1[nH]nc(-c2cccc(Br)c2)o1
.,.,0%,33,COc1ccc(-n2nc([N+](=O)[O-])c(=NCCc3ccc(OC)c(OC)c3)n2O)cc1
17,.,-3%,?,O=C(NCc1cccnc1)/C(=C\c1ccc(-c2cccc(Cl)c2)o1)S(=O)(=O)c1ccccc1
7,-4%,0%,-4,CCOC(=O)CN1C(=O)CSc2ccccc21
-13,3%,1%,-23,O=C(Cn1nnc(-c2ccccc2-n2cnnn2)n1)NCc1ccccc1
-9,14%,-9%,-104*,Cc1ccc2nc(SCC(=O)Nc3cc(C(F)(F)F)ccc3N3CCOCC3)[nH]c2c1

IMPase cell inh,15-hLO-2 inh,12-hLO inh,PNC inhibitor,SMILES
7,-3%,-3%,10,Cc1cc(Cl)ccc1OCCCC(=O)N1CCN(C(=O)c2ccco2)CC1
2,0%,-4%,?,COCCNC(=O)c1snc2ccc(Cl)cc12
3,4%,-5%,-7,Cc1cc2oc(=O)cc(CN3CCC(C)CC3)c2cc1Cl
3,.,-3%,?,COc1ccc(S(=O)(=O)N(C(C)=O)c2ccc(OC(C)=O)c3ccccc23)cc1[N+](=O)[O-]
.,.,4%,?,Cc1ccc(NC(=O)Cn2cccc2C2=NC(c3ccccc3)CO2)cc1C (configuration not stated)
.,.,0%,-9,CN(C)C(CNC(=O)c1cccc(OC(F)F)c1)c1ccco1 (configuration not stated)
9,0%,-3%,27,Cc1ccc(CCNC(=O)C2CCN(S(=O)(=O)N3CCC4(CC3)OCCO4)CC2)cc1
7,2%,0%,6,CCc1ccc(-c2cc(C(F)(F)F)n3nc(C(=O)Nc4c(C)nn(Cc5ccccc5Cl)c4C)cc3n2)s1
-6,6%,-9%,-23,Cc1cc(C)c(C)c(S(=O)(=O)N2CCN(CC(=O)NC(=O)NCc3ccccc3)CC2)c1C
-8,4%,5%,104,CC1(C)CC(=O)C(C=Nc2ccccc2C(=O)O)=C(O)C1
.,2%,-9%,.,CC(=O)NO
14,.,6%,22,C=CCN(C)CC/C=C1\c2ccccc2CSc2ccccc21
4,-3%,0%,?,Cn1c(=O)c2c(ncn2CC(=O)Nc2cc(Cl)c(Cl)cc2Cl)n(C)c1=O
-8,.,19%,-122*,CCCCCCn1c(CN2CCN(C)CC2)nc2c1c(=O)n(C)c(=O)n2C
-16,-14%,-3%,32,COc1cc(C(=O)O/N=C2\CCCc3c2ccc(OC)c3[N+](=O)[O-])cc(OC)c1OC
12,11%,-4%,-94*,CCc1nc(NC(C)C)c2oc3ccccc3c2n1
3,-1%,-15%,?,Cc1cc(-c2ccc(Cl)s2)n[nH]1
5,8%,2%,-14,O=C(C1CCN(S(=O)(=O)c2cccc3cccnc23)CC1)N1CCn2c1nc1ccccc12
0,?,-22%,26,Cc1ccc(-c2nc3cnccn3c2Nc2c(C)cccc2C)o1
8,-10%,-1%,0,Cc1cc(=O)n2[nH]c(C)c(-c3ccccc3)c2n1

IMPase cell inh,15-hLO-2 inh,12-hLO inh,PNC inhibitor,SMILES
.,22%,4%,.,Cn1c(=O)c(-c2ccccc2)nc2cnc(N3CCNCC3)nc21
8,-4%,14%,?,CCN(CC)C(=O)CSCc1cnn(-c2ccccc2)c1-n1cccc1
.,-4%,-7%,.,CC(=O)Nc1ccc(OC(=O)c2ccccc2O)cc1
.,-11%,-5%,.,COC(=O)c1ccc(C(/C=C/[C@@H](C)C(=O)NCc2ccc(OC)c(O)c2)NC(=O)OCc2ccccc2)cc1 (some centres not stated)
0,-13%,-8%,-14,CC(=O)c1ccc(OCC(O)CN(C)Cc2cccs2)cc1 (configuration not stated)
12,-16%,-3%,39,Cc1ccc(NC(NC(=O)c2cccs2)C(Cl)(Cl)Cl)cc1C (configuration not stated)
-10,1%,2%,39,CCCC(=O)Nc1ccc(C)c(O)c1
-3,.,-3%,-14,COc1cc(N/N=C/c2ccccc2O)ncn1
.,-1%[11.4 µM],0%[11.4 µM],.,Cc1cc([N+](=O)[O-])c(C)c(Br)c1C
-5,-7%,-3%,?,COCCCNC(=O)Cn1cc(C(=O)C2CC2)c2ccccc21
?,0%,0%,10,O=c1cc(Cl)[nH]c(=O)n1CCNc1ncc(C(F)(F)F)cc1Cl
9,1%,3%,?,O=C(c1cnn2c(C(F)(F)F)cc(-c3ccc(Br)cc3)nc12)N1CCOCC1
18,-21%,0%,10,Cc1ccc(/C=c2\sc3nc(-c4cccs4)nn3c2=O)o1
-5,9%,-10%,10,CCOC(=O)C1=C(C)NC(C)=C(C(=O)OCC)C1C(=O)OCC(=O)N1c2ccccc2CC1C (configuration not stated)
-2,-1%,7%,?,O=c1[nH]cnc2c1C(c1ccccc1[N+](=O)[O-])c1c(nc[nH]c1=O)O2

One compound at a time, as listed above. Order of screens: IMPase cell inh, 15-hLO-2 inh, 12-hLO inh, PNC inhibitor
Cc1ccc2nc(SCC(=O)Nc3cc(C(F)(F)F)ccc3N3CCOCC3)[nH]c2c1 is listed with -9, 14%, -9%, -104*
O=c1cc(Cl)[nH]c(=O)n1CCNc1ncc(C(F)(F)F)cc1Cl is listed with ?, 0%, 0%, 10
O=C(Cn1nnc(-c2ccccc2-n2cnnn2)n1)NCc1ccccc1 is listed with -13, 3%, 1%, -23
